Screens deposited in PubChem by Broad Institute.
DENV2 CPE: DENV2-induced cell death inhibition. CPE inhibition, % at 9.99 µM. actives 1.7% (n = 350,000). DENV2-infected cells, cytopathic effect rescue, plate reader; in the data active means CPE inhibition above about 20%, passing the limit was not always enough; tested in BHK-21 cells;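 further: 0% = median of neutral control wells and 100% = median of positive control wells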
ERp5 inh: ERp5 (human) disulfide isomerase inhibition; Q15084; ERp5 insulin aggregation, absorbance 650 nm, 90 min; inhibition, % at 9.99 µM; actives 0.05% (n = 350,000); AID 651711;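 active means mean replicate inhibition above about 25%, with every replicate also reaching it, limit read from the data, passing the limit was not always enough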
Target sequence (Q15084 whole entry, looked up): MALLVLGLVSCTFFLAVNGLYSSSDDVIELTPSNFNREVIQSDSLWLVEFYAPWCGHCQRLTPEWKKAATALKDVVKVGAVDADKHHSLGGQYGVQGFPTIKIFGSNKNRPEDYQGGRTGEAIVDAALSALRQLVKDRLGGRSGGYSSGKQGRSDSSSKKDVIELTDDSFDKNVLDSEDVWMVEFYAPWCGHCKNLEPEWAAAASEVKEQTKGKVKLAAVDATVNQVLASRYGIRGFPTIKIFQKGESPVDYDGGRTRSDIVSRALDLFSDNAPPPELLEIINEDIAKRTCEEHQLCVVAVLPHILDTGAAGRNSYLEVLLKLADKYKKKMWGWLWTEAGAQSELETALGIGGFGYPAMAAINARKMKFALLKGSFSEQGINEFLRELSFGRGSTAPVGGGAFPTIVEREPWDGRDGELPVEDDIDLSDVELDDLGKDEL
Xi reactivation: reactivates the inactive X chromosome in mouse fibroblasts. activation, % at 7.58 µM. actives 0.055% (n = 360,000). XiGFP mouse fibroblasts, % GFP-positive cells imaging, 3 d; cells co-treated with 5-aza-dC sensitizer; scaled so ellipticine positive control = 100%;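 active means mean normalized replicate activation at least 10% and every replicate at or above 10%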;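 further: 0% = median of on-plate neutral control wells and 100% = ellipticine 6 µM median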
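Material: SV40-immortalized XiGFP fibroblast cells, line 68-5-11 | Buffer or medium: DMEM containing 5-aza-dC | Dosing: One concentration, pinned | Times: 3 d treatment, 15 min room-temperature fixation | Controls: Ellipticine 6 µM positive control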
ARNT-TACC3 inh: ARNT/TACC3 interaction disruption; Q9Y6A5; AID 623870; inhibition, % at 9.99 µM; AlphaScreen His-ARNT PAS-B/GST-TACC3 binding, luminescence; TACC3 fragment carries E629A point mutation; actives 0.66% (n = 390,000);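 active means mean inhibition of replicates at least 50% and at least half of replicates each reaching 50%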;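 further: 0% = complete ARNT plus TACC3 wells and 100% = ARNT alone without TACC3; many hits fall short of the cut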
PAX8 reporter: PAX8 transcriptional activity inhibition. inhibition, % at 12.6 µM. RMG-I TPO-luciferase reporter, SteadyGlo, 24 h. actives 1.2% (n = 360,000);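 active means mean replicate inhibition at least 60% with every replicate also reaching 60%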;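 further: luciferase light reporting Pax8 driven TPO promoter activity; plate controls were median of neutral control wells for no effect and mitoxantrone controls for full effect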
EWS-Fli block: inhibitors of EWS/Fli oncoprotein transcriptional activity; A673 NR0B1-luciferase reporter, viability-normalised; inhibition, % at 12.6 µM; actives 0.67% (n = 350,000);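 active means mean inhibition of at least 50% after viability correction, with every replicate also passing that limit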;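 further: firefly luciferase signal divided by Alamar Blue viability fluorescence both relative to DMSO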
F508del corr: correctors of CFTR F508del function in bronchial epithelial cells; CFBE cells, YFP halide quenching; stimulated with forskolin plus potentiator P3; % fluorescence drop versus neutral controls; actives 0.36% (n = 350,000); activity (quench increase), % at 7.58 µM;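 active means mean added fluorescence quench of at least 8% versus neutral control, with both replicates also reaching 8%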;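 further: cells transiently co-express mutant CFTR-F508del with the halide-sensitive YFP; corrector assay measuring rescue of mutant channel to the surface after 24 h compound exposure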
GSIS activator: primary screen for activators of insulin secretion dependent on glucose, INS-1E cells, GLuc reporter luminescence. INS-1E GLuc reporter insulin secretion, 2-3 h. actives 0.61% (n = 370,000). activation, % at 16.6 µM;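 active means lowest replicate activation of at least 40%, so every replicate reaches that level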;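 further: 0% = median of neutral control wells and 100% = median of IBMX positive control wells; some compounds called inactive have numbers as strong as hits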
* hit, by the source's call.

Screening CCCCn1c(N)c(N(CCOC)C(=O)c2cnccn2)c(=O)[nH]c1=O returned DENV2 CPE 2, ERp5 inh 1, Xi reactivation 0.0, PAX8 reporter -15, EWS-Fli block -2, F508del corr -0.8 and GSIS activator 12.
C[C@H]1CN([C@@H](C)CO)C(=O)Cc2cc(NC(=O)Cc3cn(C)c4ccccc34)ccc2O[C@H]1CN(C)S(=O)(=O)c1cccs1 was read as DENV2 CPE -8, ERp5 inh 7, Xi reactivation 0.7, ARNT-TACC3 inh -9, PAX8 reporter 20, EWS-Fli block -12, F508del corr -2.3 and GSIS activator 0.
`O=C(Cc1cccc(C(F)(F)F)c1)Nc1cc(S(=O)(=O)N2CCOCC2)ccc1N1CCCC1` gave DENV2 CPE -2, ERp5 inh 0, Xi reactivation 0.3, PAX8 reporter -1, EWS-Fli block 10 and F508del corr 2.7.
Screening Cc1noc(C)c1S(=O)(=O)Nc1ccc2c(c1)C(=O)N([C@@H](C)CO)C[C@@H](C)[C@@H](CN(C)C(=O)c1ccccc1)OCCCC[C@@H](C)O2 returned DENV2 CPE 2, ERp5 inh -1, Xi reactivation 0.2, ARNT-TACC3 inh -1, PAX8 reporter -3, EWS-Fli block -2, F508del corr -0.4 and GSIS activator -22.
CNc1ccc(C(=O)N2CCN(S(=O)(=O)c3ccc4c(c3)OCCCO4)CC2)cc1[N+](=O)[O-] was read as DENV2 CPE 5, ERp5 inh 1, Xi reactivation 0.0, ARNT-TACC3 inh 0, PAX8 reporter 10, F508del corr 2.3 and GSIS activator -3.
Screening CS(=O)(=O)N(CC(=O)NCCSC1CCCCC1)c1cccc(F)c1 returned DENV2 CPE -3, ERp5 inh -2, Xi reactivation 0.0, ARNT-TACC3 inh -4, PAX8 reporter -6, EWS-Fli block 3 and GSIS activator -11.
For N#C[C@H]1[C@H](c2ccccc2-c2cccc(F)c2)[C@H](CO)N1C(=O)C1CC1 the results were DENV2 CPE -4, ERp5 inh -4, Xi reactivation 0.0, PAX8 reporter -7, EWS-Fli block -2, F508del corr 0.1 and GSIS activator -10.
For Cc1ccc(Cn2ccc(NC(=O)c3cc(-c4ccc5c(c4)OCO5)on3)n2)cc1 the results were DENV2 CPE -2, ERp5 inh 1, ARNT-TACC3 inh -1, EWS-Fli block -2 and F508del corr -0.7.
Screening OCCC1CN(Cc2cnc(-c3cccc4ccccc34)nc2)CCN1C1CCCCC1 (configuration not stated) returned DENV2 CPE -2, ERp5 inh 5, Xi reactivation 0.0, ARNT-TACC3 inh 2, PAX8 reporter -7, EWS-Fli block -3, F508del corr -0.4 and GSIS activator -10.
Screening CC(=O)N[C@H]1CC[C@H](CC(=O)NCC2CCCCC2)O[C@@H]1CO returned DENV2 CPE 2, ERp5 inh 1, Xi reactivation -0.1, ARNT-TACC3 inh -23, PAX8 reporter -12, EWS-Fli block -4, F508del corr -4.5 and GSIS activator -8.
Screening CC1=NN(c2ccccc2)C(=O)/C1=C/c1cn(C)c2ccccc12 returned DENV2 CPE 1, ERp5 inh 2, Xi reactivation 0.0, ARNT-TACC3 inh -1, PAX8 reporter 5, EWS-Fli block -18, F508del corr 0.6 and GSIS activator 15.
COc1ccc(CN(C)C(=O)[C@@H](Cc2ccccc2)NC(=O)[C@H]2O[C@@H](n3ccc(N)nc3=O)[C@H](O)[C@@H]2O)cc1OC was read as DENV2 CPE 1, ERp5 inh 1, Xi reactivation 0.3, PAX8 reporter -12, EWS-Fli block 4, F508del corr 1.6 and GSIS activator 7.
Cc1c(Cl)cnc(NC(=O)COC(=O)c2ccc3ncsc3c2)c1Cl was read as DENV2 CPE -2, ERp5 inh 5, Xi reactivation 0.2, PAX8 reporter 22, EWS-Fli block 62*, F508del corr 0.6 and GSIS activator 12.
`COCCCNC(=O)c1c[nH]c2ccc(S(=O)(=O)N3CCc4ccccc43)cc2c1=O` gave DENV2 CPE 3, ERp5 inh -3, Xi reactivation 0.0, ARNT-TACC3 inh -2, PAX8 reporter 36, EWS-Fli block 22, F508del corr -1.6 and GSIS activator 3.
Clc1ccc2c(N/N=C/c3ccccc3Br)ccnc2c1 was read as DENV2 CPE 6, ERp5 inh -4, Xi reactivation 0.4, ARNT-TACC3 inh -9, PAX8 reporter 20, EWS-Fli block 10, F508del corr -8.0 and GSIS activator -13.
Screening O=C(Nc1ccc(F)cc1)NC1(C(=O)NCc2cccs2)CCCCC1 returned DENV2 CPE -1, ERp5 inh -2, ARNT-TACC3 inh -24 and GSIS activator 4.
For CC(=O)Nc1ccc(C(=O)OCC(=O)Nc2ccc([N+](=O)[O-])cc2C(F)(F)F)cc1 the results were Xi reactivation 0.0, ARNT-TACC3 inh -8, PAX8 reporter -23 and GSIS activator -13.
Screening COc1ccc(NC(=O)Nc2ccc3c(c2)[C@H]2C[C@H](CC(=O)NC4CCCCC4)O[C@@H](CO)[C@H]2O3)cc1 returned DENV2 CPE 0, ERp5 inh 4, Xi reactivation -0.1, ARNT-TACC3 inh -4, PAX8 reporter 3, EWS-Fli block 4, F508del corr -0.7 and GSIS activator 10.
For COc1ccc(C(=O)C2CCCN(Cc3ccc4nonc4c3)C2)cc1OC (configuration not stated) the results were DENV2 CPE 5, ERp5 inh 2, Xi reactivation 0.2, ARNT-TACC3 inh 2, PAX8 reporter 14, EWS-Fli block 11, F508del corr -0.4 and GSIS activator 10.
`Cc1cc(C)c(S(=O)(=O)N2CCN(C(=O)C(C)Cn3nc(C)nc3C)CC2)c(C)c1` (configuration not stated) gave DENV2 CPE 1, ERp5 inh -3, Xi reactivation -0.1, ARNT-TACC3 inh 3, PAX8 reporter -8, EWS-Fli block -1, F508del corr -2.5 and GSIS activator 5.
`C[C@@H]1CN([C@H](C)CO)C(=O)Cc2cc(NC(=O)Nc3ccc(F)cc3)ccc2O[C@H]1CN(C)S(=O)(=O)c1ccc(F)cc1` gave DENV2 CPE 18, ERp5 inh 7, Xi reactivation -1.1, ARNT-TACC3 inh -5, EWS-Fli block -5, F508del corr -2.0 and GSIS activator 4.
`CNc1c(NS(=O)(=O)c2ccc(OC)cc2)c(=O)oc2ccccc12` gave DENV2 CPE 7, ERp5 inh 3, Xi reactivation 0.6, PAX8 reporter -6, EWS-Fli block -8, F508del corr 1.7 and GSIS activator -4.
Screening Cc1cc(C)cc(N(CC(=O)NCC2CCCO2)C(=O)CCC(=O)Nc2nccs2)c1 (configuration not stated) returned DENV2 CPE 10, ERp5 inh 3, Xi reactivation 0.0, ARNT-TACC3 inh -14, PAX8 reporter 13, EWS-Fli block 8, F508del corr 2.3 and GSIS activator 11.
Screening COc1ccc(CCNC(=O)c2cc3cccc(OC)c3oc2=O)cc1OC returned DENV2 CPE 4, ERp5 inh 3, Xi reactivation 0.0, ARNT-TACC3 inh -3, PAX8 reporter 12 and EWS-Fli block -20.
Cc1noc(C)c1NC(=O)Nc1ccc2c(c1)C(=O)N([C@H](C)CO)C[C@H](C)[C@@H](CN(C)Cc1ccc(C(F)(F)F)cc1)OCCCC[C@H](C)O2 was read as DENV2 CPE 7, ERp5 inh 7, Xi reactivation 1.4, ARNT-TACC3 inh -4, PAX8 reporter -24, EWS-Fli block 7, F508del corr 1.0 and GSIS activator 0.
CN(C)C(=O)C[C@@H]1CC[C@H]2[C@@H](COC[C@@H](O)CN2C(=O)C2CCCC2)O1 was read as DENV2 CPE 11, Xi reactivation 0.0, ARNT-TACC3 inh -11, PAX8 reporter -20, EWS-Fli block -8, F508del corr 0.2 and GSIS activator 6.
`CC(C)CN(CCOc1cccc(N2C(=O)C3=C(CCCC3)C2=O)c1)CC(C)C` gave Xi reactivation -0.1, ARNT-TACC3 inh -3, PAX8 reporter -12 and GSIS activator -19.
C[C@H]1CN([C@@H](C)CO)C(=O)c2cccc(NC(=O)c3cnccn3)c2O[C@@H]1CN(C)Cc1ccc(C(F)(F)F)cc1 was read as DENV2 CPE -8, ERp5 inh 0, Xi reactivation 0.1, ARNT-TACC3 inh -1, PAX8 reporter 18, EWS-Fli block 8, F508del corr -5.2 and GSIS activator -16.
Screening C[C@@H]1CN([C@H](C)CO)C(=O)c2cc(NS(=O)(=O)c3ccc(F)cc3)ccc2O[C@H]1CN(C)C(=O)Nc1ccc2c(c1)OCO2 returned DENV2 CPE 1, ERp5 inh -15, Xi reactivation 0.0, ARNT-TACC3 inh -13, EWS-Fli block -61, F508del corr -0.5 and GSIS activator -1.
`Cc1ccc(-c2nc(CNC(=O)c3ccco3)cs2)cc1` gave DENV2 CPE -7, ERp5 inh -8, Xi reactivation 0.0, ARNT-TACC3 inh 11, EWS-Fli block -34, F508del corr 2.0 and GSIS activator 0.
Screening COc1cc2ncnc(NCc3ccc(F)cc3)c2cc1OC returned DENV2 CPE -1, ERp5 inh -1, Xi reactivation 0.1, ARNT-TACC3 inh 2, PAX8 reporter 7, EWS-Fli block 12, F508del corr 4.8 and GSIS activator 8.
`COc1ccccc1C(=O)Nc1ccc2c(c1)OC[C@H](C)N(C)C[C@H](C)[C@H](OC)CN(C)C2=O` gave DENV2 CPE -5, ERp5 inh -7, Xi reactivation -0.3, ARNT-TACC3 inh -4, PAX8 reporter 26, EWS-Fli block 10, F508del corr -0.1 and GSIS activator 2.
`Cc1cccc(CNC(=O)Cn2ccc3cc(S(=O)(=O)N4CCCC4)ccc32)c1` gave DENV2 CPE 2, ERp5 inh 2, Xi reactivation 0.0, ARNT-TACC3 inh -5, PAX8 reporter -9, F508del corr -1.3 and GSIS activator -1.
For CCn1ccnc1CNC(=O)C1CCC(=O)N(Cc2cccc(C(F)(F)F)c2)C1 (configuration not stated) the results were DENV2 CPE -3, ERp5 inh 0, Xi reactivation 0.0, ARNT-TACC3 inh 19, PAX8 reporter -6, F508del corr 0.1 and GSIS activator 11.
`Cc1nc(NC(=O)c2ccccc2[N+](=O)[O-])sc1C(=O)N(C)C` gave Xi reactivation 0.0, ARNT-TACC3 inh -15, PAX8 reporter 6 and GSIS activator 12.
For CC(C)NC(=O)N1CCCCN2[C@H](C1)[C@@H](c1ccc(C#C[C@@H](C)O)cc1)[C@@H]2CO the results were DENV2 CPE 2, ERp5 inh 0, Xi reactivation 0.0, ARNT-TACC3 inh -5, PAX8 reporter 7, EWS-Fli block -6, F508del corr 1.7 and GSIS activator 11.
O=C(NC(=S)Nc1ccccc1)c1csnn1 was read as DENV2 CPE -9, ERp5 inh -4, ARNT-TACC3 inh -1, EWS-Fli block -2, F508del corr -2.4 and GSIS activator 3.
Screening N#C/C(=C(/O)CSc1n[nH]c(N)n1)c1nc2ccccc2[nH]1 returned DENV2 CPE -10, ERp5 inh 3, Xi reactivation 0.0, ARNT-TACC3 inh 3, PAX8 reporter -7, EWS-Fli block -3, F508del corr 4.4 and GSIS activator 1.
O=C(C[C@@H]1C/C=C\C[C@H](NC(=O)OCC2c3ccccc3-c3ccccc32)C(=O)O[C@H](c2ccccc2)CNC1=O)NCCO was read as DENV2 CPE -19, ERp5 inh -1, Xi reactivation -0.3, ARNT-TACC3 inh -4, PAX8 reporter -5, EWS-Fli block 7 and F508del corr -2.8.

Three structures already listed, ordered by length of the SMILES, ascending.
Screening N#C/C(=C(/O)CSc1n[nH]c(N)n1)c1nc2ccccc2[nH]1 returned DENV2 CPE -10, ERp5 inh 3, Xi reactivation 0.0, ARNT-TACC3 inh 3, PAX8 reporter -7, EWS-Fli block -3, F508del corr 4.4 and GSIS activator 1.
For CCn1ccnc1CNC(=O)C1CCC(=O)N(Cc2cccc(C(F)(F)F)c2)C1 (configuration not stated) the results were DENV2 CPE -3, ERp5 inh 0, Xi reactivation 0.0, ARNT-TACC3 inh 19, PAX8 reporter -6, F508del corr 0.1 and GSIS activator 11.
For CC(C)NC(=O)N1CCCCN2[C@H](C1)[C@@H](c1ccc(C#C[C@@H](C)O)cc1)[C@@H]2CO the results were DENV2 CPE 2, ERp5 inh 0, Xi reactivation 0.0, ARNT-TACC3 inh -5, PAX8 reporter 7, EWS-Fli block -6, F508del corr 1.7 and GSIS activator 11.

This is a random part of the collection, and some 4.2% of all compounds hit somewhere here.
